HCT116 bCat-KO = beta-catenin-lacking colon tumor cell growth suppression. viability, % at 10 µM. HCT116 beta-catenin knockout viability, CellTiter-Glo, 60 h; stronger effect = lower value. 140,000 tested, 1.5% active;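 active = viability at or under a set limit, the compound median less 4 SD, cut at about 6% in these data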;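 note: 0% = Hyamine 1622 control at 20 µM and 100% = untreated cell control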
GALR2 antag = antagonists of human galanin receptor 2 (GALR2); GALR2-expressing cells, antagonist mode; inhibition, % at 4 µM; 140,000 tested, 0.39% active; in the data active = inhibition above about 27%;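 note: cells stimulated with galanin 1-16 at roughly its EC80; 0% = agonist challenge control and 100% = basal control without agonist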
Target sequence (O43603 whole entry, looked up): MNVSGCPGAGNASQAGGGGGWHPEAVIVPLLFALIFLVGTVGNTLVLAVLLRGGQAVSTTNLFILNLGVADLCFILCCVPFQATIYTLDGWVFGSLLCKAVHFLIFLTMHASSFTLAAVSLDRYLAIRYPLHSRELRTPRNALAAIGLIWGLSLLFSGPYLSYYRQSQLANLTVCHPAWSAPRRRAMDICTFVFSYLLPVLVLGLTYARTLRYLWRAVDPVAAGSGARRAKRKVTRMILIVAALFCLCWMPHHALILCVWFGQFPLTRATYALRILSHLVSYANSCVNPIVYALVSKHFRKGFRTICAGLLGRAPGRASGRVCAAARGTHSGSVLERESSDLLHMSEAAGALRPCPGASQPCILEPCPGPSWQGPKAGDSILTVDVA
E-sel TNF inh = TNF alpha driven E-selectin expression inhibition | inhibition, % at 2 µM | 120,000 tested, 0.71% active | HUVEC TNFa-induced E-selectin immunofluorescence, high content;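 active = inhibition above the batch mean plus 3 SD, and confirmed as a hit on visual image review, cut at about 43% in these data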;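 note: 0% = TNF-stimulated DMSO wells and 100% = unstimulated control wells; not every result past the cut was called active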
Phagocyt inh = macrophage phagocytosis inhibition | J774A.1 macrophage IgG-bead phagocytosis, imaging | inhibition, % at 5 µM | 110,000 tested, 0.07% active | AID 1029;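 active = inhibition above the mean of the plate negative controls plus 5 SD, cut at about 13% in these data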;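 note: phagocytic index as fraction of beads internalized from green versus red external bead signal; plate controls were DMSO negative control for no effect and cytochalasin-D positive control for full effect; some results beyond the cut were filed as inactive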
Measles CPE = protection of cells from measles virus; 140,000 tested, 1.5% active; AID 841; Measles virus-infected cells, CPE protection, absorbance; protection (pct of control), % at 4 µM; in the data active = protection mostly above about 24%, no sharp cut-off; inactive = mostly below about 26%; note: some compounds called inactive have numbers as strong as hits
BB579 growth dn = yeast BB579 growth reduction in restrictive medium; S. cerevisiae BB579 growth, OD615, 48 h; inhibition, % at 10 µM; 140,000 tested, 0.51% active; AID 804;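 active = inhibition above a set limit, 3 SD over the mean compound inhibition, cut at about 44% in these data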; note: inactives centre near -24
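Test system: Saccharomyces cerevisiae DeaD strain BB579, replicative lifespan model yeast | Buffer or medium: Restrictive CSMM-D medium | Doses: One dose, 10 µM compound with 0.25% DMSO | Incubation: 48 h exposure, 30 °C | Detection: Culture absorbance at 615 nm | Control set: Amphotericin B at 10 µg/mL as positive control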
NPY-Y2 antag = NPY-Y2 (human) receptor antagonism; P49146; 140,000 tested, 0.99% active; NPY-Y2 expressing cells, antagonist mode; inhibition, % at 2.7 µM; in the data active = inhibition above about 17%;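 note: 0% = vehicle with agonist challenge and 100% = reference antagonist with challenge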
Target sequence (P49146 whole entry, looked up): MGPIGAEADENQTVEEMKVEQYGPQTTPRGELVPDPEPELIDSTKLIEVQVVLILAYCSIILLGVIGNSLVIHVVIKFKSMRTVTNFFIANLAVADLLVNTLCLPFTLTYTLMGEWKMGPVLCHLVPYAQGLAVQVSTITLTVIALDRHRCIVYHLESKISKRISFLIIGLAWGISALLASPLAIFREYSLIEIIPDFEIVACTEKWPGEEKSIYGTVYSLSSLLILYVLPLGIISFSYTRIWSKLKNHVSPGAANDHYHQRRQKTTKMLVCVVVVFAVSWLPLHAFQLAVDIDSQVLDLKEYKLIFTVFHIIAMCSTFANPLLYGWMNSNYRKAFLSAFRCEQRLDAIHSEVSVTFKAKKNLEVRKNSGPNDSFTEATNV
Yeast lifespan up = yeast lifespan extension; 130,000 tested, 0.68% active; inhibition of the nicotinamide effect, % at 10 µM; S. cerevisiae growth with nicotinamide, OD615; deaD strain in restrictive glucose medium; AID 775;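 active = inhibition above a set limit, placed 3 SD over the median of all compounds, cut at about 26% in these data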;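 note: 0% = nicotinamide-treated wells and 100% = cells grown without nicotinamide; some compounds called inactive have numbers as strong as hits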
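Assay system: engineered S. cerevisiae DeaD replicative-lifespan strain, galactose-grown log-phase cells; Buffer or medium: CSMM-D glucose medium, restrictive; Probe or stimulus: nicotinamide 1.5 mM; Compound: single dose 10 µM compound, 0.25% DMSO; Schedule: 4 h preincubation then 48 h treatment at 30 °C; Technique: OD615 measurement.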
MRP1 act = activates MRP-1; H69AR cells + doxorubicin, viability rescue, CellTiter-Glo; viability increase, % at 10 µM; 140,000 tested, 0.61% active; AID 799;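 active = viability gain under doxorubicin at or above a set limit, the compound median plus 3 SD, cut at about 4.7% in these data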;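 note: MRP-1 overexpressing cells given doxorubicin 25 µM after compound pretreatment; 18-22 h compound pretreatment then 72 h with doxorubicin before readout; 0% = doxorubicin-only wells and 100% = vehicle-treated cells without doxorubicin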
HCT116 PTEN-null = PTEN-deleted cell growth suppression; HCT116 PTEN-null viability, CellTiter-Glo, 60 h; stronger effect = lower value; viability, % at 10 µM; 140,000 tested, 1.2% active; AID 827;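 active = viability at or below a set limit, 4 SD under the median of all tested compounds, cut at about 3.7% in these data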;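 note: PTEN knockout HCT116 line with beta catenin targeted HCT116 as companion control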
Starred values were filed as active, the others as inactive; · = no result given.

The line under a structure holds: HCT116 bCat-KO | GALR2 antag | E-sel TNF inh | Phagocyt inh | Measles CPE | BB579 growth dn | NPY-Y2 antag | Yeast lifespan up | MRP1 act | HCT116 PTEN-null
Cc1ccccc1Cn1c(=O)n(CCCC(=O)NCc2ccco2)c(=O)c2sccc21
→ 87 | -7 | -1 | -1 | 3 | -38 | 6 | -3 | -3.1 | 96
COc1ccccc1-n1cnc2cc(NCc3ccccn3)ccc21
→ 87 | 6 | 8 | · | 5 | -24 | -1 | -11 | -2.6 | 79
Cc1cc(C)n2c(Nc3ccc4c(c3)OCCO4)c(-c3ccco3)nc2n1
→ 96 | -4 | 1 | -1 | 1 | -15 | 4 | -9 | -4.8 | 94
C/C(=C\C(=O)c1cccnc1)Nc1ccc(C)c(C)c1
→ 95 | 1 | · | -3 | 4 | -17 | -2 | -14 | -1.1 | 98
N#CCSc1nc2c(cc1C#N)CCCCCC2
→ 94 | -1 | -5 | -1 | 10 | -40 | 2 | -9 | -1.1 | 80
Cc1ccc(NC(=O)c2ccccc2-c2ccccc2C(=O)O)cc1
→ 95 | -6 | -6 | 3 | 8 | -65 | 0 | 3 | -0.5 | 99
COCCn1c(SCC(=O)Nc2sc(C)c(C)c2C#N)nnc1C(C)C
→ 89 | -10 | -1 | -1 | 5 | -11 | 3 | -13 | -0.2 | 97
CC1(C)C(=O)C2(CCCCC2)C(=O)OC1C(=O)c1ccccc1 (stereo unspecified)
→ 97 | 3 | 9 | -7 | 8 | -32 | 5 | 14 | -1.9 | 97
O=C(OCc1nnc(-c2ccccc2)o1)c1ccc(S(=O)(=O)NCc2ccco2)cc1
→ 96 | -5 | -28 | 0 | 4 | -54 | -1 | -9 | -1.3 | 89
O=c1c2cccc3c2c(nn1CN1CCOCC1)-c1ccccc1-3
→ 38 | -3 | 14 | 1 | 59* | 93* | 5 | -19 | -2.3 | 27
CCOc1ccc(N(CC(=O)NCC2CCCO2)C(=O)CCC(=O)Nc2ccccn2)cc1 (stereo unspecified)
→ 91 | 5 | -3 | · | 7 | -15 | 2 | · | -1.4 | 99
O=C(c1cccc(S(=O)(=O)N2CCCC2)c1)N1CCN(c2ccccc2F)CC1
→ 97 | 2 | 1 | 0 | 1 | -32 | 3 | 0 | -1.1 | 95
C/C(N)=C(/C#N)C(=O)CSc1nnnn1-c1ccc(C)cc1
→ 85 | 2 | · | -1 | 11 | 24 | 4 | -3 | -3.9 | 80
CC(=O)Nc1ccc(C(=O)Nc2cc(C(F)(F)F)ccc2-n2cnc3ccccc32)cc1
→ 93 | 12 | 1 | 1 | 3 | -57 | 1 | 1 | -1.9 | 82
O=C(CSc1nc2ccccc2s1)NNC(=S)Nc1ccc(Br)cc1
→ 99 | -6 | 26 | 3 | 28 | -25 | 8 | -3 | -1.8 | 93
COc1ccccc1NS(=O)(=O)c1cc(C(=O)NCCN2CCOCC2)ccc1Cl
→ 93 | 0 | -29 | 0 | 31 | -60 | 5 | -18 | -1.2 | 98
Brc1ccc2c(c1)OCCOCCOc1cc(Br)ccc1OCCOCCOCCO2
→ 10 | -7 | -2 | 0 | 1 | -69 | 24* | 13 | -2.6 | 10
Cc1ccc(-c2csc(Cc3nc(-c4cc5ccccc5oc4=O)cs3)n2)cc1
→ 39 | -5 | 9 | · | 10 | 3 | 2 | -14 | -0.3 | 48
C=CCSc1nc(N(CC)CC)c2sccc2n1
→ 76 | -2 | -2 | · | 4 | -49 | 8 | -20 | -4.2 | 98
c1ccc(Nc2nc(N3CCOCC3)c3ccccc3n2)cc1
→ 62 | 18 | -19 | · | 26 | -71 | 5 | -5 | -0.1 | 66
COc1ccccc1N/C(N)=N/c1nc(CSc2nc3ccccc3s2)cc(=O)[nH]1
→ 47 | -3 | · | -9 | 2 | -20 | 4 | 1 | -3.5 | 47
C/C(=N\NC(=O)COc1ccc(C(C)(C)C)cc1)c1ccc(-n2ccnc2)cc1
→ 51 | -14 | 18 | -8 | 13 | -32 | 1 | -4 | 0.9 | 50
CC(C)OP(=O)(OC(C)C)C1(O)C(=O)Nc2ccc(Br)cc21 (stereo unspecified)
→ 85 | 18 | -46 | · | 1 | -21 | 2 | 5 | -3.7 | 90
CCn1nc(C)c(/C=N/NC(=S)Nc2ccc(Cl)cc2Cl)c1C
→ 10 | -1 | -18 | 0 | 5 | -33 | -2 | -5 | -4.6 | 3.8*
CCOC(=O)c1c(C)[nH]c(C(=O)CSc2nnc(-c3cccs3)n2Cc2ccccc2)c1C
→ 87 | -13 | · | · | 5 | -32 | 4 | 9 | -1.9 | 95
COc1ccc2[nH]c(=O)c(CN(C(=O)c3cccnc3)c3ccc(C)cc3)cc2c1
→ 74 | 3 | -1 | -2 | 6 | -29 | -1 | -6 | -3.0 | 92
COC(=O)CN(c1cccc(F)c1)S(C)(=O)=O
→ 103 | 6 | 1 | -3 | 18 | -1 | -1 | -10 | -0.6 | 106
CC(C)C(=O)NC(=S)Nc1ccccc1F
→ 109 | -12 | -46 | · | 8 | -11 | 5 | -25 | -4.7 | 98
O=C(Cn1c(=O)c2c(ncn2C2CCCC2)n(Cc2ccccc2)c1=O)N1CCc2ccccc21
→ 63 | -26 | · | -1 | 3 | -26 | 2 | -10 | -0.8 | 68
CN1C(=O)C(CC(=O)N2CCN(C(c3ccccc3)c3ccccc3)CC2)N(C)C1=O (stereo unspecified)
→ 100 | 3 | -3 | · | 8 | -19 | 0 | -14 | -1.3 | 94

(continued)
Structure	HCT116 bCat-KO	GALR2 antag	E-sel TNF inh	Phagocyt inh	Measles CPE	BB579 growth dn	NPY-Y2 antag	Yeast lifespan up	MRP1 act	HCT116 PTEN-null
Cc1cc(S(=O)(=O)NC2CCCC2)ccc1F	96	4	-1	-4	4	-10	3	-15	-1.9	91
CCOC(=O)c1c(C)c(-c2ccccc2)n(CC(=O)N2CCN(C)CC2)c1C	102	-4	-1	·	5	-21	-1	-7	-3.4	94
Cc1cc(S(=O)(=O)N(Cc2ccccn2)Cc2ccco2)ccc1-n1cnnn1	91	9	13	-2	5	-42	7	-13	-1.8	87
COC(=O)c1ccc(NC(=O)C2CC(=O)N(c3ccc(C)cc3)C2)cc1 (stereo unspecified)	99	11	-7	·	9	-65	5	·	-1.9	104
COCC(=O)N(Cc1cc2cc(OC)ccc2[nH]c1=O)c1ccc(C)cc1	90	11	-15	-1	8	-35	1	-14	-0.9	90
Cc1ccccc1Cn1c(=O)n(-c2ccccc2)c(=O)c2ccc(C(=O)NCc3ccco3)cc21	64	4	-16	·	6	-39	1	1	-3.8	65
O=C(NNC1=C(C(=O)C(F)(F)F)CCC1)c1ccccc1Cl	22	5	-17	-1	6	-59	8	11	3.0	31
O=C(NCCc1ccccc1)C1CCN(Cc2ccccc2F)CC1	105	-17	-10	-2	18	-20	2	2	-0.6	90
CCc1nc(SCc2cccnc2)c2c(=O)n(C)c(=O)n(C)c2n1	83	-2	·	-1	13	-21	6	0	-1.6	92
CCSc1ncc(C)cc1[N+](=O)[O-]	103	4	18	-4	18	-13	-1	-3	0.1	97
CCOc1ccc2nc(SC(C)C(N)=O)[nH]c2c1 (stereo unspecified)	114	-9	·	0	12	-4	4	-6	-1.3	96
Cc1ccc2c(c1)N(Cc1cccc(Cl)c1)C(=O)c1cccnc1O2	82	-4	-19	-2	3	-68	3	20	-2.1	79
COc1cc(C2/C(=C(/O)c3ccc(OCC(C)C)cc3)C(=O)C(=O)N2CCN(C)C)ccc1O (stereo unspecified)	68	5	16	0	27	-6	2	-11	-1.4	68
COC(=O)c1ccc(C2c3c(oc4ccc(F)cc4c3=O)C(=O)N2CCO)cc1 (stereo unspecified)	105	7	·	0	7	-49	2	-5	0.9	106
O=C(Nc1ccc(N2CCCCC2)c(Cl)c1)c1cccnc1	48	8	-23	-1	61*	-17	1	-22	2.4	43
CCNc1ccc2c(Cl)cc(=O)oc2c1	65	16	-36	-1	8	-29	0	-28	-5.2	75
CCN(CC)S(=O)(=O)c1ccc(Cl)c(NC(=O)c2ccccc2C)c1	98	-5	-3	·	4	-27	1	-14	-0.1	110
CC(C)c1onc(C(=O)NCc2ccc(F)cc2)c1[N+](=O)[O-]	86	-4	8	-8	25	-11	3	2	-1.0	91
CC(=O)N1CC2(CC(=O)OC(C)C)CN(C(C)=O)CC(CC(=O)OC(C)C)(C1)C2=O	101	8	-23	1	1	-34	0	-8	-1.9	111
O=C(CSc1nnc(-c2ccccc2)n1Cc1ccco1)Nc1ccc(S(=O)(=O)N2CCCC2)cc1	59	-5	6	·	15	-5	-4	-17	-0.4	53
CCc1cc2c(NCCC(=O)O)ncnc2s1	101	-5	-20	-1	11	-55	1	-8	-0.7	104

4 entries from above, sorted by the number in NPY-Y2 antag, descending.
mol	NPY-Y2 antag
O=C(NNC1=C(C(=O)C(F)(F)F)CCC1)c1ccccc1Cl	8
Cc1cc(S(=O)(=O)N(Cc2ccccn2)Cc2ccco2)ccc1-n1cnnn1	7
CCc1nc(SCc2cccnc2)c2c(=O)n(C)c(=O)n(C)c2n1	6
CCNc1ccc2c(Cl)cc(=O)oc2c1	0

High-throughput results as filed in PubChem.
